# PHOSPHO1 block: inhibitors of human PHOSPHO1 phosphatase; recombinant PHOSPHO1, absorbance phosphatase assay; 1.1% of 290,000 active; Q8TCT1; AID 1565; inhibition, % at 13.3 µM; in the data active = inhibition above about 60%
# Target sequence (Q8TCT1 whole entry, looked up): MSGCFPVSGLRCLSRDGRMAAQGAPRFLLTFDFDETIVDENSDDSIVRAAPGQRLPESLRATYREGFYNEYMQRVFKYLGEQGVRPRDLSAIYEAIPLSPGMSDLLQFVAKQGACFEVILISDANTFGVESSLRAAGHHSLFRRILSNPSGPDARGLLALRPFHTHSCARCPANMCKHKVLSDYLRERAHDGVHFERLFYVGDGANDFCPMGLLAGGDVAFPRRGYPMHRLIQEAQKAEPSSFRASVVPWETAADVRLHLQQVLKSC
# MEKK2 mut-MEK5: signal of MEK5 binding to mutant human MEKK2 PB1 domain | bead flow cytometry, Alexa488-MEK5 binding to MEKK2 mutant | percent response, % at 10 µM | 0.35% of 290,000 active | AID 1530; in the data active = percent response above about 24%, passing the limit was not always enough; also: inactives centre near 1; some results filed as inactive read as strong as hits; reference of the scale not given here
# NALP1 inh: inhibitors of NALP1 inflammasome in yeast; 0.61% of 280,000 active; S. cerevisiae NALP1/ASC/caspase-1 growth, X-gal OD620, 72 h; inhibition, % at 10 µM; AID 2071; in the data active = inhibition mostly above about 24%, no sharp cut-off; inactive = mostly below about 32%; also: some compounds called inactive have numbers as strong as hits
# M18AAP inhibitor: PfM18AAP enzyme inhibition; 1.2% of 290,000 active; inhibition, % at 7.35 µM; recombinant PfM18AAP, H-Glu-NHMec fluorogenic cleavage;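 active = inhibition above the campaign mean inhibition over all tested compounds plus 3 SD, cut at about 28% in these data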;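 also: 0% = plate median of test compound wells and 100% = 2 mM ZnCl2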
# GPR7 antagonist: antagonists of human GPR7 (neuropeptides B/W receptor 1); GPR7-expressing cells, fluorescence antagonist assay; inhibition, % at 4.4 µM; 1.1% of 290,000 active; AID 1861; in the data active = inhibition above about 16%, passing the limit was not always enough;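 also: cells stimulated with the agonist NPW; 0% = agonist with vehicle and 100% = vehicle without agonist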
# Target sequence (P48145 whole entry, looked up): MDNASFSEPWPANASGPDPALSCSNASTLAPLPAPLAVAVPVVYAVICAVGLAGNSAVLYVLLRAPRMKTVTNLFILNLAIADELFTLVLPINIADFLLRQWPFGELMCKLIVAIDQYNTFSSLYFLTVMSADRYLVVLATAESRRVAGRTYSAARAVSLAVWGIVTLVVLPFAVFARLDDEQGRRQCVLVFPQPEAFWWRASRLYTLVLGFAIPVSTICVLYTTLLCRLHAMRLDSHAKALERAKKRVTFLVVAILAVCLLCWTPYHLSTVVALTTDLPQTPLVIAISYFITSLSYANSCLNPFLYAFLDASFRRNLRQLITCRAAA
# DNA FID counter: fluorescent intercalator displacement, NS3 helicase counter-screen | inhibition, % at 7.9 µM | DNA fluorescent intercalator displacement, fluorescence | 0.17% of 290,000 active; in the data active = inhibition above about 37%;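 also: 0% = vehicle and 100% = reference compound; higher means more ethidium bromide displaced from hairpin DNA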
# MEKK2 WT-MEK5: raises or lowers MEK5 binding to wildtype human MEKK2 PB1 domain; AID 1531; 1.1% of 290,000 active; binding response (% of control), % at 10 µM; bead flow cytometry, Alexa488-MEK5 binding to MEKK2 WT; actives lie on both sides; Q9Y2U5; in the data active = binding response below about 67% or above about 130%
# MEKK3 PB1 HTS: modulators (inhibitors or enhancers) of MEK5 binding to human MEKK3 PB1 domain; Q99759; bead-based flow cytometry, Alexa488-MEK5 binding to MEKK3; actives lie on both sides; 0 = blocked by unlabeled MEK5, 100 = vehicle; binding response (% of control), % at 10 µM; 1.4% of 290,000 active; AID 1529;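 active = binding response more than 3 SD above or below the average of its plate-row segment, actives on both sides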;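 also: Alexa488 bead fluorescence after subtracting the streptavidin-only scavenger bead signal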
# OXTR ag: human OXTR agonism | activation, % at 3 µM | AID 2435 | CHO-OTR cells, Fluo-8 calcium fluorescence; normalized: DMSO 0%, oxytocin 100% | P30559 | 0.32% of 320,000 active;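 active = activation above the mean of all tested compounds plus 3 SD, cutoff set per screening run, cut at about 20% in these data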;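 also: peak over basal fluorescence ratio from a 100 s FLIPR kinetic read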
# Target sequence (P30559 whole entry, looked up): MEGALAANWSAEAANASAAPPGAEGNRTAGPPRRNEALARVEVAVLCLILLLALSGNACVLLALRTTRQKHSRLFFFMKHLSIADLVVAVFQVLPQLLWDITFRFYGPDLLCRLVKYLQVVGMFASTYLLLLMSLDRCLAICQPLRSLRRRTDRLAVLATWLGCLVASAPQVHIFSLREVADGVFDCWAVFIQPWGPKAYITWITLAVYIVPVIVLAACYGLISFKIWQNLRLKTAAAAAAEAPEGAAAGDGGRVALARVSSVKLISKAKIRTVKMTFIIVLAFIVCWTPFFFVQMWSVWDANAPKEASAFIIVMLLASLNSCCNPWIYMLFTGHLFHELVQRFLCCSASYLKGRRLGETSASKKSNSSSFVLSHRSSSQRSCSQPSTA
# Starred values were filed as active, the others as inactive; / = no result given.
Structure	MEKK2 WT-MEK5	NALP1 inh	M18AAP inhibitor	GPR7 antagonist	PHOSPHO1 block	DNA FID counter	MEKK2 mut-MEK5	OXTR ag	MEKK3 PB1 HTS
CN1c2ccccc2C(=O)NC1c1ccc(Cl)cc1 (stereo not given)	99	6	3	-14	7	-9	0	-2.3	99
COc1ccc(OC)c(/C=N/NC(=O)Cn2ccnc2C)c1	79	2	-7	0	1	1	-23	1.1	74
CNS(=O)(=O)c1ccc(C)c(S(=O)(=O)NC)c1	103	30	-1	-9	7	-8	2	0.5	101
Cc1cc(NC(=O)c2ccc(-c3ccccc3F)o2)no1	102	1	7	-18	36	-7	9	-0.9	102
CN(Cc1ccsc1)C(=O)CCc1nnc(CCCc2ccccc2)o1	102	10	0	-7	25	-25	1	0.3	104
COc1ccccc1C(=O)OCC(=O)Nc1ccccc1OC(F)F	107	/	0	-2	10	-12	-2	-1.0	113
C/C(N)=C(/C#N)C(=O)CSc1nc2ccccc2c(=O)n1CCCO	97	25	-4	-5	0	-3	-1	-0.5	99
Cc1ccc(/C=N/N2CCN(Cc3ccc(C)cc3)CC2)cc1	113	6	-8	-20	-10	-7	13	-1.3	108
O=C(CN1C(=O)COc2ccccc21)NCCN1CCCC1	98	7	5	3	20	1	2	0.4	97
COc1ccccc1N1CCN(C(=O)C(C)N(c2ccccc2)S(C)(=O)=O)CC1 (stereo not given)	102	14	6	-14	-7	-22	0	0.0	96
CC(NC(=O)c1cccc2ccccc12)c1ccc2c(c1)CCCC2 (stereo not given)	99	14	-2	-1	-7	-4	-4	-2.3	100
Cn1c(SCC(=O)NCCc2ccc(S(N)(=O)=O)cc2)nc2ccccc2c1=O	99	-8	-1	-5	4	0	-2	0.9	99
CNC(=O)/C(C#N)=C/c1ccc(OCCOc2ccccc2)cc1	107	15	-9	16	-26	-16	2	/	103
CCOC(=O)C1=C(C)N=c2s/c(=C/c3ccc(OCC(=O)O)cc3)c(=O)n2C1c1cc(OC)c(OC)c(OC)c1 (stereo not given)	99	9	19	-16	14	-3	1	0.9	103
COc1ccc(NC(=O)CSc2ccc(-c3ccco3)nn2)cc1OC	107	13	-20	-15	27	-24	8	0.2	104
CC(c1ccccc1F)n1cc(C(=O)NCc2ccncc2)nn1 (stereo not given)	108	22	-1	-9	-21	-11	6	0.1	105
Cn1c(=O)[nH]c(=O)c2c1nc(Br)n2CCC(=O)c1ccccc1	103	9	1	-1	-14	-6	-1	0.2	100
COc1cccc(-n2nnc3c(=O)n(Cc4c(F)cccc4Cl)cnc32)c1	105	-23	2	-12	-12	5	3	0.1	90
O=[N+]([O-])c1ccc(Cl)c(S(=O)(=O)Nc2ccc(S(=O)(=O)N3CCOCC3)cc2)c1	94	3	-2	-10	32	-9	2	0.6	99
O=C(Nc1cc(Cl)ccc1Cl)C1CC(=O)N(c2ccc(Br)cc2)C1 (stereo not given)	101	6	-1	1	8	2	-2	-1.2	99
CSc1ccc(-c2nc(CSCC(=O)N3CCOCC3)c(C)o2)cc1	93	1	1	-11	21	-30	-5	7.8	100
CCOc1ccc(C(C)NC(=O)CCC(=O)O)cc1 (stereo not given)	101	-6	-12	-5	-39	-9	4	0.6	100
CCOc1ccc(CCNC(=O)CN(C)S(=O)(=O)c2cccc3nsnc23)cc1OCC	101	-2	-10	-9	1	-31	3	-0.8	108
CCCc1cc(=O)[nH]c(SCC(=O)c2c[nH]c3ccccc23)n1	88	1	-18	-5	38	-3	-4	-0.3	94
Cc1ccccc1NC(=O)Nc1cccs1	106	7	15	0	16	-3	8	0.6	108
Cc1c(NC(=O)c2cnn3c2NC(c2ccc(Br)cc2)CC3C(F)(F)F)c(=O)n(-c2ccccc2)n1C (stereo not given)	95	4	9	-12	29	-45	2	-0.4	90
CC(C)(C)SCCNC(=O)c1ccc(NS(C)(=O)=O)cc1	100	15	1	-4	7	-2	5	0.8	101
CC/C(=N/Nc1ccccc1)c1cnnc(-c2ccccc2)n1	96	24	15	-15	10	0	4	-1.2	95
CS(=O)(=O)Nc1ccc(C(=O)NCc2cccnc2)cc1	99	2	2	-8	-11	-1	-5	0.4	101
Nn1c(Nc2ccccc2)nc2ccccc21	104	2	0	1	6	0	2	0.4	109
OCCC1CN(CC2CC2)CCN1Cc1ccc(F)c(F)c1 (stereo not given)	114	9	-10	-22	40	0	8	0.0	103
Cc1cccc(C(=O)N2CC3(C)CC2CC(C)(C)C3)c1 (stereo not given)	97	32	5	-11	-24	-21	-3	-2.1	95
Cc1ccccc1NC(=O)c1[nH]cnc1C(=O)NN	107	10	3	-22	44	-13	7	-1.4	106
Cn1cc(CNC(=O)CC2C(=O)NCCN2CC(C)(C)C)cn1 (stereo not given)	105	7	1	-11	-20	-3	5	0.5	103
O=c1[nH]c2ccc(S(=O)(=O)Nc3ccccc3O)cc2[nH]1	105	2	50*	-3	13	-2	4	1.3	105
CCOC(=O)c1ccc(NC(=O)COc2ccc(-n3cnnn3)cc2)cc1	101	2	-4	11	-7	-9	-1	-0.4	99
COc1ccccc1OCc1nc(C#N)c(N2CC(C)CC(C)C2)o1 (stereo not given)	/	-9	-14	1	-12	-14	/	-0.8	/
O=C(Nc1cccc2c1CCCC2)c1ccc(Br)o1	109	17	5	1	-7	-9	7	-2.3	105
Cc1ccccc1Oc1cc(NC(=O)Cn2cnc([N+](=O)[O-])c2)cc([N+](=O)[O-])c1	98	-7	2	6	27	29	-1	0.2	121
CCC1=C(c2cc(OC)c(OC)c(OC)c2)C2(CCCC2)C(=O)O1	98	-3	1	-4	4	-36	-4	-1.7	97
OCCNc1c2ccccc2nc2ccccc12	93	10	-2	5	34	19	-3	0.2	94
c1ccc(COc2ccc(OCCCn3cncn3)cc2)cc1	109	17	-6	-11	-25	-18	4	10	108
CCC1COCCS(=O)(=O)N1Cc1ccc(F)cc1 (stereo not given)	102	-1	3	9	-19	-3	-2	0.2	103
CC1CCCN(c2c([N+](=O)[O-])cc(C(=O)O)cc2[N+](=O)[O-])C1 (stereo not given)	89	20	1	-20	-7	-34	-10	0.0	105
O=C(Nc1nccs1)C1(c2ccc(Cl)cc2)CC1	95	15	-1	-14	17	-2	0	-2.7	101
CCOC(=O)Cn1nnc(-c2ccc([N+](=O)[O-])cc2)n1	105	9	-5	-4	41	10	-7	0.1	93
CC1=C(C(=O)Nc2ccccc2C)C(c2ccc(C)o2)C2=C(CCCC2=O)N1 (stereo not given)	99	-1	3	-3	15	-6	-1	-0.1	99
Nc1ccc(SCC(=O)Nc2cccc([N+](=O)[O-])c2)cc1	104	-2	-4	2	32	1	1	1.0	104
COc1ccc(-c2ccc(NS(=O)(=O)c3cccc([N+](=O)[O-])c3)cc2)nn1	99	0	1	-1	46	-6	-5	0.1	99
CCOC(=O)c1c(C)n(CCNC(C)=O)c2ccc(OC)cc12	106	9	-2	-2	8	-8	5	-0.3	104
CCN1CCN(c2cc(C)c3cc(NC(=S)N4CCCC(C)C4)ccc3n2)CC1 (stereo not given)	120	-4	-1	-8	16	25	10	0.4	106
CC(OCC(O)CNCC1COc2ccccc2O1)c1ccc(Cl)cc1 (stereo not given)	111	6	-2	17	36	22	-1	5.6	104
Cc1ccc(N2C(=O)C3CCCN3C2=S)cc1 (stereo not given)	106	5	3	-4	42	-4	6	1.6	104
COn1c(SC2CCCCC2)nc2ccccc2c1=O	100	-14	-9	-3	-8	-1	3	-1.5	105
COC(=O)[C@H](CCSC)NC(=O)Nc1cccc(Br)c1	103	15	0	-9	28	0	4	0.3	105
Cc1[nH]nc2c1C(c1cnn(C)c1)C(C#N)=C(N)O2 (stereo not given)	101	-6	6	-5	8	-5	1	0.1	102
Cc1cc(C)c2cc(C)c3nnc(SCC(=O)NCc4ccc5c(c4)OCO5)n3c2c1	90	16	-6	-9	34	4	-8	0.7	94
O=C(Nc1ccc(Cl)c(Cl)c1)c1cccnc1	105	-22	0	5	8	-1	7	4.7	102
COc1ccc(NC(=O)NCc2ccccc2F)cc1OC	87	-2	2	-2	-6	16	-9	1.9	84
O=[N+]([O-])c1ccc(CS(=O)(=O)c2ncn[nH]2)cc1	105	16	6	15	15	1	0	1.5	100

# Entries of single compounds, looked up by structure:
# COc1ccc(NC(=O)NCc2ccccc2F)cc1OC is listed as MEKK2 WT-MEK5 = 87; NALP1 inh = -2; M18AAP inhibitor = 2; GPR7 antagonist = -2; PHOSPHO1 block = -6; DNA FID counter = 16; MEKK2 mut-MEK5 = -9; OXTR ag = 1.9; MEKK3 PB1 HTS = 84
# Cc1ccc(N2C(=O)C3CCCN3C2=S)cc1 (stereo not given) is listed as MEKK2 WT-MEK5 = 106; NALP1 inh = 5; M18AAP inhibitor = 3; GPR7 antagonist = -4; PHOSPHO1 block = 42; DNA FID counter = -4; MEKK2 mut-MEK5 = 6; OXTR ag = 1.6; MEKK3 PB1 HTS = 104

# Compounds listed so far containing an NH in an aromatic ring:
Structure	MEKK2 WT-MEK5	NALP1 inh	M18AAP inhibitor	GPR7 antagonist	PHOSPHO1 block	DNA FID counter	MEKK2 mut-MEK5	OXTR ag	MEKK3 PB1 HTS
Cn1c(=O)[nH]c(=O)c2c1nc(Br)n2CCC(=O)c1ccccc1	103	9	1	-1	-14	-6	-1	0.2	100
CCCc1cc(=O)[nH]c(SCC(=O)c2c[nH]c3ccccc23)n1	88	1	-18	-5	38	-3	-4	-0.3	94
Cc1ccccc1NC(=O)c1[nH]cnc1C(=O)NN	107	10	3	-22	44	-13	7	-1.4	106
O=c1[nH]c2ccc(S(=O)(=O)Nc3ccccc3O)cc2[nH]1	105	2	50*	-3	13	-2	4	1.3	105
Cc1[nH]nc2c1C(c1cnn(C)c1)C(C#N)=C(N)O2 (stereo not given)	101	-6	6	-5	8	-5	1	0.1	102
O=[N+]([O-])c1ccc(CS(=O)(=O)c2ncn[nH]2)cc1	105	16	6	15	15	1	0	1.5	100

# Next results:
Structure	MEKK2 WT-MEK5	NALP1 inh	M18AAP inhibitor	GPR7 antagonist	PHOSPHO1 block	DNA FID counter	MEKK2 mut-MEK5	OXTR ag	MEKK3 PB1 HTS
CCCSc1ncnc2c1oc1ccccc12	107	0	-6	6	8	-3	6	-0.8	110
CCn1c(COc2ccc(C)cc2)nnc1SCC(=O)NNC(=O)c1ccc(OC)cc1	99	11	4	-3	-10	-8	-1	-2.2	97
CCOC(=O)C(O)(NC(=O)c1cccnc1)C(F)(F)F (stereo not given)	100	11	4	-13	1	-8	7	-0.3	100
O=C(Nc1ccc(Cl)cc1)N[C@@H]1c2c(ccc3ccccc23)OC[C@@H]1CO	99	18	-3	-9	3	-4	4	8.0	99
O=c1nc(SCc2c(F)cccc2Cl)nc(-c2ccc(Cl)cc2)[nH]1	101	/	2	-6	37	-2	2	0.2	104
CC1(/[N+]([O-])=C\c2ccccc2F)CCCCC1=O (stereo not given)	116	1	-1	-13	15	-1	22	0.9	122
C=C(C)C1CC=C(C)/C(=N\NC(=O)CCc2ccccc2)C1 (stereo not given)	110	14	2	-14	-7	-11	-1	-2.8	109
CC(C)c1ccc(/C=N/n2cnnc2)cc1	99	-7	-3	-7	24	-3	5	-1.1	99
COc1ccc(CN(C)C(=O)CNC(=O)c2ccc3ccccc3c2)c(OC)c1	101	22	-12	-12	23	-22	-2	2.6	102
COc1cccc(/C=C/C(=O)Nc2ccc(OC)nc2)c1	155	16	3	6	2	-13	14	1.3	111
COC(=O)c1ccc2c(c1)nc(C)n2CCO	105	21	6	-10	-14	-1	1	0.6	110
Cc1onc(-c2ccccc2)c1C(=O)Nc1nc(-c2cc(F)ccc2F)cs1	102	-13	-1	3	-9	-2	1	0.4	105
COc1ccc([N+](=O)[O-])cc1NC(=O)Cc1noc2ccccc12	102	5	-9	10	-20	3	-1	3.3	98
Cc1ccc(SCCOCCN2CC(C)OC(C)C2)cc1 (stereo not given)	104	/	0	-5	8	6	0	-0.9	102
O=C(NCc1ccccn1)C1CC(c2ccccc2O)=NO1 (stereo not given)	81	4	-5	4	33	1	-11	1.9	93

# Screens: PubChem, several laboratories
